# SIRT5 inh: blocks human SIRT5 desuccinylation of peptide; Purified SirT5, succinyl-peptide AMC, trypsin-coupled fluorescence; inhibition, % at 15 µM; 330,000 compounds, 1.1% hits; AID 652115; in the data active means inhibition above about 15%; inconclusive means no clear call, values can overlap the other calls
# F508del corr: CFTR F508del correction in bronchial cells; CFBE cells, YFP halide quenching; stimulated with forskolin plus potentiator P3; % fluorescence drop versus neutral controls; 350,000 compounds, 0.36% hits; activity (quench increase), % at 7.58 µM;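 active means mean added fluorescence quench of at least 8% versus neutral control, with both replicates also reaching 8%; inconclusive means only one of the mean or replicate conditions met; inactive means mean below 8% and not both replicates reaching 8%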;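 further: cells transiently co-express mutant CFTR-F508del with the halide-sensitive YFP; corrector assay measuring rescue of mutant channel to the surface after 24 h compound exposure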
# ERp5 inh: ERp5 (human) disulfide isomerase inhibition; ERp5 insulin aggregation, absorbance 650 nm, 90 min; inhibition, % at 9.99 µM; 350,000 compounds, 0.05% hits;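 active means mean replicate inhibition above about 25%, with every replicate also reaching it, limit read from the data, passing the limit was not always enough; inconclusive means only one of those two criteria met; inactive means neither criterion met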
# DENV2 CPE: protects cells from dengue virus 2 cytopathic effect | DENV2-infected cells, cytopathic effect rescue, plate reader | 350,000 compounds, 1.7% hits | AID 651640 | CPE inhibition, % at 9.99 µM; in the data active means CPE inhibition above about 20%, passing the limit was not always enough; inconclusive means no clear call, values can overlap the other calls; tested in BHK-21 cells;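 further: 0% = median of neutral control wells and 100% = median of positive control wells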
# Casp6 inh: inhibitors of human caspase-6. inhibition, % at 12.5 µM. purified caspase-6, Z-VEID-R110 cleavage fluorescence. P55212. 350,000 compounds, 0.53% hits;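 active means mean inhibition across replicates at least about 35%, with every replicate also reaching that limit, limit read from the data; inconclusive means only one of the two criteria met; inactive means neither criterion met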;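 further: 0% = median of neutral control wells and 100% = no fluorescence left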
# miR-122 sensor: miR-122 inhibition in Huh7 cells | Huh7 miR-122 Renilla luciferase sensor, 48 h; neutral wells = 0, positive control = 100 | activation (reporter increase), % at 12.5 µM | 340,000 compounds, 0.3% hits | AID 602342;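 active means mean replicate activation score at least 90 and every replicate individually at or above 90; inconclusive means only one of the two criteria met; inactive means neither criterion met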;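 further: higher luciferase means less miR-122 activity so hits act as miR-122 inhibitors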
# ERAP1 HTS inh: inhibitors of human ERAP1 aminopeptidase | inhibition, % at 10.7 µM | AID 652197 | 340,000 compounds, 0.15% hits | recombinant ERAP1, Leu-AMC fluorescence, 60 min;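 active means mean replicate inhibition of at least 30%, or all replicates individually reaching that 30% level; inactive means mean below 30% and not every replicate reaching it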;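 further: 0% = neutral control wells and 100% = L-leucinethiol positive control wells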
# Target sequence (Q9NZ08 whole entry, looked up): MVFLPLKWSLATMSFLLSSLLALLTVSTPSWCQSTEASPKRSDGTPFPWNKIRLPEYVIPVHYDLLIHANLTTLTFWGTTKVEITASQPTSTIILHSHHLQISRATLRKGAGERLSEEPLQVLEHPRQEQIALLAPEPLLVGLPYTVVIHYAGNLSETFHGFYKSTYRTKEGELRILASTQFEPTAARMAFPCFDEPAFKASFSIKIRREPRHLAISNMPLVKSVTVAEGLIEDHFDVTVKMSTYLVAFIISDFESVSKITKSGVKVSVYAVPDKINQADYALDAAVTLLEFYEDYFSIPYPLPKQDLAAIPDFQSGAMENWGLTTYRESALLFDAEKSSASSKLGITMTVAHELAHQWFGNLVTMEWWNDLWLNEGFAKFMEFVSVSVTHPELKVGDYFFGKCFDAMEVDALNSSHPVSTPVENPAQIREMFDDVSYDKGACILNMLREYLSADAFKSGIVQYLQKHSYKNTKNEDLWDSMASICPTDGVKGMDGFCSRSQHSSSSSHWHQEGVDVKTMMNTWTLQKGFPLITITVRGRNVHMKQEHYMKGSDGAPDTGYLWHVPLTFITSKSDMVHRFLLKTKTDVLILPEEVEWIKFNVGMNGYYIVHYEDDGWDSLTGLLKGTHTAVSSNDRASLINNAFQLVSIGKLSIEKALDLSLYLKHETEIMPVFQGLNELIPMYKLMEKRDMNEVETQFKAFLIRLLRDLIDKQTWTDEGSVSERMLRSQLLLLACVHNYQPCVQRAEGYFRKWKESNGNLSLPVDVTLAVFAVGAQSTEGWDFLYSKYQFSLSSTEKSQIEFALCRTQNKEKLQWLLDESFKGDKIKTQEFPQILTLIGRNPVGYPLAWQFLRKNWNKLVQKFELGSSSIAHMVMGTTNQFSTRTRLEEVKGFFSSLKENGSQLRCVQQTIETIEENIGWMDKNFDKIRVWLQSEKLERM
# The depositor's hits bear a star; ? = inconclusive; · = no result given; & = joins results of further samples; [ ] = dose if it differs, or a comment. Random draw from the library. Share with any hit: about 4%.
Compound	SIRT5 inh	F508del corr	ERp5 inh	DENV2 CPE	Casp6 inh	miR-122 sensor	ERAP1 HTS inh
COc1ccc(NC(=O)Nc2cccc3c2O[C@@H](CN(C)CC2CCCCC2)[C@H](C)CN([C@H](C)CO)C3=O)cc1	1	-0.1	-3	-9	0	27[16.7 µM]	-1
Oc1ccccc1-c1cc(-c2ccc(Cl)cc2)n[nH]1	-6	2.0	0	-2	2	-3	-1
CCCN(CCC)CCCNC(=O)CCNS(=O)(=O)c1ccc(Br)cc1	·	0.0	0	?	-11	-4	-6
Cc1noc(C)c1NC(=O)Nc1ccc2c(c1)C(=O)N([C@H](C)CO)C[C@H](C)[C@@H](CN(C)Cc1ccc3c(c1)OCO3)OCCCC[C@H](C)O2	·	0.7	·	4	·	0[16.7 µM]	·
COc1ccc2oc(C(=O)OCC(=O)NC(=O)c3ccccc3)c(C)c2c1	1	0.3	7	-6	1	1	-1
COC(=O)c1ccc(OC(=O)C23CCC(C)(C(=O)O2)C3(C)C)cc1 (stereo not drawn)	-5	-6.1	-2	-1	0	-1	3
CCC(=O)Nc1cccc(-c2nc3ccc(C)cc3o2)c1	-3	0.0	-1	-6	-5	-1	-1
Cc1ccccc1-c1noc(CCC(=O)NCc2ccco2)n1	-4	2.8	1	1	1	-8	4
NS(=O)(=O)c1ccc(Nc2nc3ccccc3nc2NS(=O)(=O)c2cccc([N+](=O)[O-])c2)cc1	6	-0.7	7	-3	8	·	6
C[C@H](CO)N1C[C@H](C)[C@H](CN(C)C(=O)Nc2cccc3ccccc23)Oc2c(NC(=O)Nc3ccc4c(c3)OCO4)cccc2C1=O	5	3.9	-1	-2	-3	-1[16.7 µM]	0
CS(=O)(=O)Nc1ccccc1C(=O)OCC(=O)NC1CC1	1	-0.9	·	4	0	-1	0
CCn1nnnc1NC(=O)c1ccc2ccccc2c1	0	-3.0	4	0	-2	·	1
CCN1[C@@H]2c3ccc(-c4cccc(F)c4)c(=O)n3C[C@H]1[C@H](CO)[C@H]2C(=O)NCCCN(C)C	-3	·	-5	8	-2	·	3
C[C@@H]1CN([C@@H](C)CO)C(=O)c2cccc(NS(=O)(=O)c3ccc(F)cc3)c2O[C@H]1CN(C)C(=O)Nc1ccccc1	22*	0.3	-9	-2	·	-8[16.7 µM]	-1
O=C(Nc1ccn(CCCNCCN2CCOCC2)c(=O)n1)OCc1ccccc1	0	1.0	4	9	-6	2	1
CCOc1ccc(C(=O)NCCNC(=O)c2ccc(OCC)cc2)cc1	0	3.8	5	-4	-3	·	3
Fc1ccc(CCNC(=S)Nc2ccc(F)cc2)cc1	-1	-0.2	0	?	-1	27	-1
C[C@@H]1CN([C@@H](C)CO)C(=O)c2cc(NC(=O)Nc3cccc4ccccc34)ccc2O[C@@H]1CN(C)S(=O)(=O)c1cccs1	2	0.2	5	10	-1	-1[16.7 µM]	4
O=C(CCCCCn1c(=S)[nH]c2ccc(N3CCOCC3)cc2c1=O)NCc1ccc(Cl)cc1	-4	-1.3	-5	6	3	-6	6
C/C=C/c1ccc([C@@H]2[C@H](CO)N(C(=O)c3ccccc3)C23CN(C(C)=O)C3)cc1	3	1.2	-7	18	-1	·	-2

# Gathered by group, the entries above containing fluorine.
Compound	SIRT5 inh	F508del corr	ERp5 inh	DENV2 CPE	Casp6 inh	miR-122 sensor	ERAP1 HTS inh
CCN1[C@@H]2c3ccc(-c4cccc(F)c4)c(=O)n3C[C@H]1[C@H](CO)[C@H]2C(=O)NCCCN(C)C	-3	·	-5	8	-2	·	3
C[C@@H]1CN([C@@H](C)CO)C(=O)c2cccc(NS(=O)(=O)c3ccc(F)cc3)c2O[C@H]1CN(C)C(=O)Nc1ccccc1	22*	0.3	-9	-2	·	-8[16.7 µM]	-1
Fc1ccc(CCNC(=S)Nc2ccc(F)cc2)cc1	-1	-0.2	0	?	-1	27	-1

# More records
Compound	SIRT5 inh	F508del corr	ERp5 inh	DENV2 CPE	Casp6 inh	miR-122 sensor	ERAP1 HTS inh
COCC(=O)N1[C@@H](CO)[C@@H](c2ccc(-c3ccccc3OC)cc2)C12CN(C(C)=O)C2	-1	-1.7	-5	3	1	·	-1
Cc1cccc(C(C)C)c1NC(=O)COC(=O)CCN1C(=O)C2CC=CCC2C1=O (stereo not drawn)	-1	-0.6	11	?	-136	-5	1
COCc1cn(CC[C@H]2CC[C@H](NC(=O)Nc3ccc(C(F)(F)F)cc3)[C@H](CO)O2)nn1	·	-1.3	2	4	-3	·	0
O=C(CCN1CCCCC1)NCC[C@H]1CC[C@@H](NC(=O)c2ccc(F)cc2)[C@H](CO)O1	-3	0.4	-6	-1	-2	·	-2
O=C(NC1CCCC1)N1CCCCN2[C@H](CO)[C@H](c3ccc(-c4cccnc4)cc3)[C@@H]2C1	-5	-3.5	2	-10	-3	-1[16.7 µM]	-1
Cc1n[nH]c(C)c1N=Nc1ccc(Br)cc1	3	-1.4	-7	-3	-2	·	-3
C[C@H](CO)N1C[C@H](C)[C@H](CN(C)C(=O)Nc2ccccc2)Oc2ccc(NS(C)(=O)=O)cc2C1=O	0	0.4	-4	-5	-1	-4[16.7 µM]	0
CN(Cc1ccccc1F)c1ccc(S(=O)(=O)N2CCCC2)cn1	5	1.1	2	5	1	·	-1
CNC[C@H]1OCCCC[C@@H](C)Oc2ccc(NC(=O)Nc3cccc4ccccc34)cc2C(=O)N([C@@H](C)CO)C[C@H]1C	2	-0.7	-5	?	2	-3[16.7 µM]	-3
Cc1cc(C(=O)NNC(=O)COc2ccccc2Cl)n[nH]1	1	-3.7	7	4	2	3	3
Cc1ccc2[nH]c(=O)c3cc(C(=O)N4CCN(C(=O)c5ccco5)CC4)sc3c2c1	·	-0.9	4	-9	1	1	-2
COc1ccc(NC(=O)COC(=O)c2ccc(S(=O)(=O)N(C)c3ccccc3OC)cc2)cc1OC	1	-0.7	-10	·	1	·	-2
Cc1ccc(C(=O)COC(=O)CNC(=O)c2ccc(Br)o2)cc1[N+](=O)[O-]	-4	-0.6	·	-1	1	2	-1
O=C(N[C@@H]1CC[C@@H](CCn2cc(-c3ccccc3)nn2)O[C@@H]1CO)c1cnccn1	1	0.9&0.9	?	-6&-9	4&-4	·	3&-1
Cc1noc(C)c1NC(=O)N[C@H]1C=C[C@@H](CC(=O)Nc2ccccc2)O[C@@H]1CO	0	2.0	3	16	0	·	0
Cc1c(C(=O)Nc2ccncc2)sc2nc(-c3ccc(F)cc3)cn12	2	0.7	-1	0	-1	·	-2
Cc1ccccc1CN1CCN(CCCc2ccccc2)C(CCO)C1 (stereo not drawn)	-5	1.2	-1	2	-2	·	-3
Cc1ccccc1S(=O)(=O)N1CC(=O)N2[C@H](C1)[C@@H](c1ccc(C#CCN(C)C)cc1)[C@@H]2CO	-1	-4.2	6	3	2	·	2
COC(=O)c1ccc2cn[nH]c2c1	0	-1.8	-8	-5	-2	-1	1
Cc1cccc(Nc2nnc(SCC(=O)NC3CCCc4ccccc43)s2)c1 (stereo not drawn)	-3	-1.4	-4	-5	-4	0	-3
C[C@@H]1CN([C@@H](C)CO)C(=O)CCCn2cc(nn2)CO[C@@H]1CN(C)C(=O)Nc1ccc(F)cc1	3	0.4	-1	1	-1	3[16.7 µM]	7
COc1cc(-c2n[nH]c(=S)n2-c2ccc(Br)cc2)cc(OC)c1OC	-6	1.3	0	0	2	-1	2
O=C(NC1CCCC1)C(c1ccc(F)cc1)N(Cc1ccc(Cl)cc1)C(=O)CCl (stereo not drawn)	-7	·	0	-4	-1	-3	3
Cc1noc(C)c1S(=O)(=O)N(C)C[C@@H]1OCc2cn(nn2)CCCC(=O)N([C@@H](C)CO)C[C@H]1C	-1&-2	-1.9&-0.7	-2&-1	2&-15	-2&-2	-3	-4&-3
O=C(COc1ccc2c3c(c(=O)oc2c1)CCCC3)NCCCn1ccnc1	-4	-0.9	2	5	-5	0	4
O=C(C[C@@H]1CC[C@H]2[C@@H](COC[C@@H](O)CN2CC2CCOCC2)O1)NCC1CCCCC1	-3	1.2	-1	-5	1	11[16.7 µM]	-3
COC(=O)c1ccccc1C(=O)c1ccc2c(c1)NC(=O)CO2	-1	·	4	16	2	3	6
C[C@@H]1CN([C@H](C)CO)C(=O)c2cc(NC(=O)NC3CCCCC3)ccc2O[C@@H](C)CCCCO[C@@H]1CN(C)C(=O)Cc1ccccc1	·	1.4	·	-3	·	-3[16.7 µM]	·
C1CCc2nnc(C3CC3)n2CC1	-2	1.0	-2	1	-2	·	-1
O=C(COC(=O)COc1ccccc1)Nc1cccc([N+](=O)[O-])c1	2	0.7	3	4	3	·	-2
O=C(NCc1cccnc1)c1cnn2ccccc12	-4	-3.4	-1	-9	4	-7	1
CCn1cc(C(=O)N2CCn3c(nc4ccccc43)C2)c(=O)c2ccc(C)nc21	1	2.4	-2	3	2	-8	-4
COC(=O)[C@H](Cc1ccccc1)N[C@H](c1ccc(OC)cc1)[C@@H](O)Cc1ccccc1	0	-1.6	0	4	2	·	-1
COc1ccccc1CNC(=O)C[C@H]1C[C@@H]2c3cc(NS(C)(=O)=O)ccc3O[C@@H]2[C@H](CO)O1	-3	1.3	17	-4	-1	4[16.7 µM]	0
C=CCC[C@@H](Cc1ccc(F)cc1)C(=O)OC[C@@H](Cc1ccccc1)NC(=O)[C@@H](CC=C)CC(=O)N[C@@H](CO)Cc1ccccc1	-5	3.3	-2	17	-2	-5	1
C[C@@H]1CN([C@H](C)CO)C(=O)Cc2cc(NC(=O)NC3CCCCC3)ccc2O[C@@H]1CN(C)CC1CC1	13	-4.0	2	-7	1	-3[16.7 µM]	-1
O=[N+]([O-])c1ccccc1N=Nc1ccc(O)cc1	8	-0.4	4	0	2	·	·
CCCCCC(O)c1cccc(OCc2ccc3ccccc3n2)c1 (stereo not drawn)	0	-2.4	0	-3	1	6	-1
Cc1noc(C)c1S(=O)(=O)N(C)C[C@@H]1Oc2ccc(NC(=O)Nc3ccc(C(F)(F)F)cc3)cc2CC(=O)N([C@H](C)CO)C[C@@H]1C	·	-0.6	·	-4	·	-4[16.7 µM]	·
CC(C)(C)NC(=O)NC(=O)CSc1ccc(S(=O)(=O)N2CCOCC2)cn1	-3	-1.9	-4	-2	-2	1	4

# Single values from the list.
# `C[C@@H]1CN([C@@H](C)CO)C(=O)c2cccc(NS(=O)(=O)c3ccc(F)cc3)c2O[C@H]1CN(C)C(=O)Nc1ccccc1` | DENV2 CPE: -2
# `Cc1ccccc1CN1CCN(CCCc2ccccc2)C(CCO)C1` (stereo not drawn) | SIRT5 inh: -5
# `NS(=O)(=O)c1ccc(Nc2nc3ccccc3nc2NS(=O)(=O)c2cccc([N+](=O)[O-])c2)cc1` | ERp5 inh: 7
# `O=C(C[C@@H]1CC[C@H]2[C@@H](COC[C@@H](O)CN2CC2CCOCC2)O1)NCC1CCCCC1` | DENV2 CPE: -5

# Other entries
Compound	SIRT5 inh	F508del corr	ERp5 inh	DENV2 CPE	Casp6 inh	miR-122 sensor	ERAP1 HTS inh
O=[N+]([O-])c1ccc(CSc2ccc(S(=O)(=O)N3CCCCCC3)cn2)cc1	-10	2.6	1	9	0	-9	-2
COc1ccc(S(=O)(=O)Nc2ccc3c(c2)C(=O)N([C@@H](C)CO)C[C@H](C)[C@H](CN(C)C(=O)NC2CCCCC2)OCCCC[C@H](C)O3)cc1	7	0.0	4	8	2	-11[16.7 µM]	3
Cc1ccc(-c2nc3ncccn3c2Nc2ccccc2C)o1	0	·	3	-1	3	·	3
Cc1ccc2c(c1)[C@H]1[C@H](CO2)[C@H](c2ccccc2)[C@]2(C)C(=O)N(Cc3ccc(F)cc3)CC(=O)N12	·	1.5	1	·	-6	3	-1
O=C(NCc1cccnc1)[C@@H]1CC=C[C@@H]2CCN(Cc3ccccc3)C(=O)[C@@H]21	·	1.0	2	-3	·	-5	1

# Screens (PubChem)
